# DAGLB inhibitor: diacylglycerol lipase beta (human) inhibition. Q8NCG7. HEK293T DAGLB membrane lysate, EnzChek fluorogenic substrate. inhibition, % at 5.17 µM. 340,000 tested, 0.059% active. AID 504411; in the data active means inhibition above about 34%;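 further: 0% = enzyme with vehicle and 100% = wells lacking enzyme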
# OPRM1-OPRD1 ag: agonists of human mu-delta opioid receptor heterodimerization. P35372+P41143. cells, OPRM1-OPRD1 heterodimerization, luminescence. activation, % at 9.3 µM. 340,000 tested, 0.3% active; in the data active means activation above about 18%;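 further: 0% = vehicle-treated cells and 100% = reference agonist; values of inactives mirror those of a sister screen read the other way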
# Target sequence (P35372 whole entry, looked up): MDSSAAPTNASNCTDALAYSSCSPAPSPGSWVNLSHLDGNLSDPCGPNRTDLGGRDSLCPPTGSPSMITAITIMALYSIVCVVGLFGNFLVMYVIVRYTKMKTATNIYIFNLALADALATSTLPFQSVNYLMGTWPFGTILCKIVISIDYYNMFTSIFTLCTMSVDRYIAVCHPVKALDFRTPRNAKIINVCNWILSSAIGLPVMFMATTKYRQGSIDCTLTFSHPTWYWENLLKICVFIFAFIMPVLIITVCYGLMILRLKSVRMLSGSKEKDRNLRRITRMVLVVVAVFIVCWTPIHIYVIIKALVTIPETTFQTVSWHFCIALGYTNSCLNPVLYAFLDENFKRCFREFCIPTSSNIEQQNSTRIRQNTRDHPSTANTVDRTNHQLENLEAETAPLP
# Target sequence (P41143 whole entry, looked up): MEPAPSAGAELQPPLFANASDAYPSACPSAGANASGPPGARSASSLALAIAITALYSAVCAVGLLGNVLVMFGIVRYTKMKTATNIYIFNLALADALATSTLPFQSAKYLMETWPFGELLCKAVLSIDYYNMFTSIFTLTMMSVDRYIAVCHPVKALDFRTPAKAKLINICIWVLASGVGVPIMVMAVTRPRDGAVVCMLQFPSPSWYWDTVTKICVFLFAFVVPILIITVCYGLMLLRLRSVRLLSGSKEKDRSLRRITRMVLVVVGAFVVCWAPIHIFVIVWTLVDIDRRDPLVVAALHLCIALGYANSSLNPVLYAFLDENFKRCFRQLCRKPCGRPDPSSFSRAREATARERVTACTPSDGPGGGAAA
# HTR5A ag: counter-screen for OPRM1-OPRD1 agonists: human HTR5A agonism; P47898; HTR5A agonist assay, luminescence, cell-based; 340,000 tested, 0.61% active; AID 504692; activation, % at 9.3 µM; in the data active means activation mostly above about 9.5%, no sharp cut-off; inactive means mostly below about 7.6%;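 further: 0% = cells with vehicle only and 100% = reference agonist; strong numbers were not always called active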
# V-ATPase pHluor: yeast V-ATPase proton transport regulation by pHLuorin; S. cerevisiae, pHLuorin cytosolic pH fluorescence; response, % at 10 µM; 350,000 tested, 0.37% active; AID 504577; in the data active means response mostly above about 7.3%, no sharp cut-off; inactive means mostly below about 5.4%; further: actives read high; inactives centre near 0; some compounds called inactive have numbers as strong as hits; reference of the scale not given here
# DSG3 Ab inh: inhibitors of pemphigus antibody binding to human desmoglein-3. 310,000 tested, 0.48% active. binding (percent of control), % at 10 µM. DSG3-coupled beads, scFv-anti-DSG3-GFP binding, flow cytometry; hits give low values;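 active means binding more than 3 SD below its plate's average and above zero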;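 further: hits lower antibody fragment binding to DSG3; some compounds called inactive have numbers as strong as hits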
# HTR5A inv ag: HTR5A inverse agonism, opioid heterodimer counter-screen. P47898. HTR5A cell line, luminescence. inhibition, % at 9.3 µM. 340,000 tested, 0.083% active. AID 504634; in the data active means inhibition mostly above about 23%, no sharp cut-off; inactive means mostly below about 18%;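 further: 0% = cells with DMSO and 100% = no-cell wells with DMSO; some compounds called inactive have numbers as strong as hits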
# Arrestin-AP2 inh: inhibitors of human beta-arrestin and AP2 interaction | 340,000 tested, 0.31% active | inhibition, % at 10 µM | FITC-arrestin peptide / GST-AP2 beads, flow cytometry; AP2 beta2 appendage carries R879A mutation;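 active means inhibition above a set limit, near 3 SD of compounds lacking own fluorescence, cut at about 54% in these data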;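 further: plate controls were DMSO wells for no effect and 5 µM unlabelled arrestin peptide for full effect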
#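 System: GST-tagged AP2 beta2-adaptin appendage (R879A) on 4 µm glutathione beads / Reagent: FITC-arrestin peptide, 50 nM / Detection: HyperCyt-sampled flow cytometry, FL1 channel, ex 488/em 535 nm / Timing: 12 min plus 1 h, RT / Buffer or medium: PBS plus Tween 20 (0.05%) and BSA (0.1%)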
# PKA-R1A act: activators of PKA-R1A complex; P00514+P68181; PKA-R1A dissociation, Cy5-IP20 fluorescence polarization; scaled: DMSO 0%, 113 µM cGMP 100%; activation, % at 11.4 µM; 340,000 tested, 0.083% active; AID 504707;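 active means percent activation above the mean of all tested compounds plus 3 SD, cut at about 19% in these data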;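 further: higher means more PKAc released from R1A so a rise in polarization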
# OPRM1-OPRD1 inv: inverse agonists of human mu-delta opioid receptor heterodimerization; AID 504357; P35372+P41143; inhibition, % at 9.3 µM; cell-based MOR-DOR heterodimer luminescence, inverse agonism; 340,000 tested, 0.21% active; in the data active means inhibition above about 22%, passing the limit was not always enough;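 further: 0% = cells with DMSO and 100% = wells without cells with DMSO; values of inactives mirror those of a sister screen read the other way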
# PKA-R2B act: activators of human PKA-R2B complex | P22694+P31323 | PKA-R2B holoenzyme dissociation, Cy5-IP20 fluorescence polarization; R2B truncated from residue 108, S112A mutant; 0% DMSO only, 100% 113 µM cGMP | activation, % at 11.4 µM | 340,000 tested, 0.079% active;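 active means activation above a cutoff set at the mean over all compounds plus 3 SD, cut at about 18% in these data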;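 further: higher means more holoenzyme dissociation and a rise in polarization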
# An asterisk follows results filed as active; . = no result given.
# Start of the data: the first 2 compounds, ahead of the listing:
SMILES	DAGLB inhibitor	OPRM1-OPRD1 ag	HTR5A ag	V-ATPase pHluor	DSG3 Ab inh	HTR5A inv ag	Arrestin-AP2 inh	PKA-R1A act	OPRM1-OPRD1 inv	PKA-R2B act
COc1cccc(CN2CC(C(=O)N(C)C3CCOCC3)CCC2=O)c1 (configuration not stated)	-2.0	-0.6	0.1	-1.4	.	-11.5	9.8	0.1	3.1	2.2
O=C(NCc1ccccn1)c1cc2cc(Br)ccc2oc1=O	0.8	-1.9	0.9	-0.1	98.1	3.3	4.2	0.1	10.2	-7.6

# All compounds of this part, repeating the preview:
SMILES	DAGLB inhibitor	OPRM1-OPRD1 ag	HTR5A ag	V-ATPase pHluor	DSG3 Ab inh	HTR5A inv ag	Arrestin-AP2 inh	PKA-R1A act	OPRM1-OPRD1 inv	PKA-R2B act
COc1cccc(CN2CC(C(=O)N(C)C3CCOCC3)CCC2=O)c1 (configuration not stated)	-2.0	-0.6	0.1	-1.4	.	-11.5	9.8	0.1	3.1	2.2
O=C(NCc1ccccn1)c1cc2cc(Br)ccc2oc1=O	0.8	-1.9	0.9	-0.1	98.1	3.3	4.2	0.1	10.2	-7.6
O=C(c1cc(COc2cccc(C(F)(F)F)c2)on1)N1CCC(c2ccccc2)CC1	-17.7	2.1	1.4	0.3	115.5	-9.4	10.7	-0.3	-6.8	-1.1
Cc1ccc(C)c(C(=O)OCC(=O)N(C)c2ccccc2)c1	-2.4	-3.0	12.4	3.8	121.2	-35.1	-4.5	-6.0	15.8	7.2
CCOC(=O)N1CCN(c2nc(-c3ccco3)cc(C(F)(F)F)n2)CC1	0.4	-1.4	-2.3	0.5	108.0	8.3	-2.3	-14.3	7.9	7.7
O=c1cccc2c1c1cc[nH]c3ccc(=O)n2c31	-2.6	-1.4	-1.7	0.6	99.4	-5.8	9.8	-4.5	7.8	5.0
COc1ccc(NC(=O)Nc2ccc(F)cc2)cn1	-3.4	-2.7	0.8	-1.4	97.9	-2.8	33.0	0.3	12.3	9.3
CCOc1ccccc1Nc1nnc(SCc2nnc(-c3cc(OC)c(OC)c(OC)c3)o2)s1	3.7	1.1	6.4	-3.2	118.2	-19.0	9.7	6.2	-5.7	3.9
CCOC(=O)C1(CC)NC(c2ccco2)C2C(=O)N(CC)C(=O)C21 (configuration not stated)	-2.2	0.9	0.4	2.4	98.0	-6.9	-0.1	-10.8	-5.0	-22.2
CCCC(=O)C1C(=O)CC(CC(C)SCC)CC1=O (configuration not stated)	2.9	-1.5	2.9	4.7	103.8	-3.3	-2.1	-5.9	8.3	-0.9
COc1ccc(/C=C/C(=O)NC(=S)Nc2ccc(N3CCN(C(C)=O)CC3)cc2)cc1	-0.4	-0.2	-1.4	-2.1	108.8	2.9	-0.2	8.1	1.1	8.3
CCOC(=O)C1=C(COC(=O)CCOc2ccc(OC)cc2)NC(=O)NC1C (configuration not stated)	0.6	-1.5	3.8	4.8	.	-9.3	-9.4	1.0	6.2	0.7
COc1ccc(CN2C(=NC(=O)C3CCCCC3)SC3CS(=O)(=O)CC32)cc1 (configuration not stated)	1.7	-1.1	3.7	0.1	92.7	-2.1	40.6	-3.7	5.3	-0.3
CCCn1c(SCC(N)=O)nnc1-c1ccco1	-0.2	-1.5	-4.1	-5.7	98.8	-32.1	21.9	-8.3	8.5	-9.1
COc1ccc(Cc2nc3ccc(C(=O)N(C)Cc4nccs4)cc3o2)cc1OC	0.6	-2.5	-4.4	2.2	103.1	16.5	-9.4	-2.0	13.1	6.2
CCN(CC)C(=O)CSc1nnc(-c2ccccc2)o1	-3.4	0.1	-1.9	-0.7	83.8	-1.8	-3.3	-0.6	-0.8	7.0
O=C(CN1C(=O)C2CCCCC2C1=O)Nc1ccc(OC(F)F)c(Cl)c1 (configuration not stated)	-3.4	0.0	0.8	-2.2	110.1	-9.8	-2.5	10.0	0.1	-5.4
Cn1cc(-c2ccccc2C(N)=O)c(=O)c2ccccc21	-0.9	-0.1	1.6	8.1	112.5	-4.5	-13.8	-9.9	0.6	0.5
O=C(c1ccc(S(=O)(=O)N2CCCCC2)cc1)N1CCN(CCN2C(=O)c3cccc4cccc(c34)C2=O)CC1	1.8	0.5	2.4	-1.0	102.2	-6.7	6.1	-13.5	-2.5	6.4
COC(=O)C1CCC(=S)N1C(=O)c1ccccc1 (configuration not stated)	1.7	-2.9	1.4	1.4	107.2	-5.9	4.7	3.1	16.1	-0.8
COC(=O)C(C)NC(=O)c1ccc(C(C)(C)C)cc1 (configuration not stated)	1.4	0.7	8.4	3.3	.	26.2	19.3	0.8	-3.7	-3.6
Cc1ccc(CNC(=O)c2cccc(-n3cnnn3)c2)cc1	-0.7	-2.8	0.0	-5.4	103.7	1.7	-10.6	-2.8	15.4	-4.6
Cn1c(=O)c2c(nc(SCc3ccccc3)n2Cc2ccc(Cl)cc2)n(C)c1=O	-2.2	0.2	8.2	-0.2	107.3	-29.1	-3.7	-5.0	-1.2	-10.9
Cc1cccc(C)c1NC(=O)NCc1ccco1	-3.2	-2.9	1.7	-1.0	91.0	-6.3	24.9	2.7	14.6	1.2
CC1=C(C(=O)N(C(C)C)C(C)C)CC(CC(=O)NCCCCc2ccccc2)C(=O)N1Cc1ccccc1 (configuration not stated)	-4.8	.	.	-2.0	99.7	.	.	-7.0	.	-15.3

SMILES	DAGLB inhibitor	OPRM1-OPRD1 ag	HTR5A ag	V-ATPase pHluor	DSG3 Ab inh	HTR5A inv ag	Arrestin-AP2 inh	PKA-R1A act	OPRM1-OPRD1 inv	PKA-R2B act
CCNC(=S)NNC(=O)c1cc(C)on1	-1.4	1.2	1.1	11.1	107.0	15.4	-2.0	-0.7	-6.7	-4.9
C[C@@H]1CN([C@@H](C)CO)C(=O)CCCn2nncc2CO[C@H]1CN(C)C(=O)Nc1ccc(F)cc1	-2.7	.	.	0.4	104.2	.	.	3.1	.	-1.2
OCCn1c(CSc2nnc(-c3ccco3)n2-c2ccccc2)nc2ccc(Cl)cc21	3.2	-1.8	5.2	0.7	.	-9.2	9.6	7.8	10.9	12.8
O=C1c2ccccc2C(=O)N1CCc1csc(NNc2nc(CCN3C(=O)c4ccccc4C3=O)cs2)n1	4.9	-2.6	-0.1	-3.6	75.7*	16.7	17.5	-2.4	13.0	-2.9
Cc1cccc2cc(CN(Cc3ccc4c(c3)OCO4)Cc3nnnn3C3CCCC3)c(=O)[nH]c12	1.0	0.0	1.1	1.4	103.5	-9.8	-1.9	-9.9	0.1	-4.6
Cc1ccc(NC(=O)C2CC(=O)Nc3nc4ccccc4n32)c(C)c1 (configuration not stated)	4.0	.	.	0.7	102.1	.	0.1	-14.9	.	0.1
CCCCN1C(C)=CC(=C2C(=O)c3ccccc3C2=O)C=C1C	-0.4	2.6	2.8	-1.5	99.9	-7.6	11.6	-4.8	-13.4	-5.3
Cc1onc(-c2ccccc2)c1C(=O)NCCN1CCOCC1	-2.2	-1.3	-3.4	-63.1	107.9	-17.7	-2.0	-1.9	7.4	-4.2
CCCc1cc(C(=O)Nc2ccc(C(=O)c3ccc(C)cc3)cc2)n(C)n1	-6.9	5.4	8.3	10.4	202.3	-29.8	9.6	8.5	-28.9	-8.3
CCN(Cc1ccccc1)C(=O)COC(=O)CNS(=O)(=O)c1ccc(C)cc1	0.0	-1.1	-2.1	6.7	125.2	8.7	7.3	-3.1	6.3	-11.0
CC[C@H](C)[C@@H]1NC(=O)c2cc([N+](=O)[O-])cc(F)c2NCCCC[C@@H](C(N)=O)NC(=O)[C@H](CC(N)=O)NC1=O	-0.9	-1.4	7.1	-2.3	104.7	-20.8	-7.2	-0.3	7.9	-7.0
O=C(CCNC(=O)c1ccccc1Cl)NCC1COc2ccccc2O1 (configuration not stated)	0.0	-2.8	2.7	-1.5	105.5	-6.6	26.9	-3.9	14.3	-8.2
Cc1ccc(Cc2cnc(N3C(=N)SC(C)C3=O)s2)cc1 (configuration not stated)	8.5	-3.1	-5.6	-2.7	128.4	27.6	8.8	-2.8	16.2	-0.6
CCC(C)(C)n1nnnc1C(c1ccc(O)cc1)N1CCc2ccccc2C1 (configuration not stated)	-0.4	-0.7	0.5	-0.4	.	13.1	-7.6	-1.2	3.0	0.9
O=C(NCCCNC(=O)c1ccc(-c2cccc(Cl)c2)o1)c1cnccn1	1.0	1.7	-0.5	2.8	123.9	7.0	-1.8	3.2	-13.9	-0.3
CC(C)c1ccc(NC(=O)C(c2ccccc2)N(Cc2ccco2)C(=O)CC2NC(=O)NC2=O)cc1 (configuration not stated)	1.5	-1.9	-2.9	-3.8	.	7.2	52.1	-10.4	8.8	-19.8
COc1ccc(C(=O)N/C(=C\c2ccccc2)C(=O)Nc2ccccc2C(=O)O)cc1	1.3	-3.0	-2.9	1.4	105.1	-14.2	5.6	-5.0	14.9	1.6
CCN(CC)C(=O)C1CCCN(Cc2ccc3c(c2)OCO3)C1 (configuration not stated)	0.7	-1.8	-8.4	1.3	103.7	-5.5	33.0	0.1	10.1	-5.5
COc1ccc(C2N=C(c3ccccc3)NC(c3ccccc3)=N2)cc1	-0.6	0.1	12.8	-3.1	121.0	14.5	19.4	-2.7	-0.7	-9.0
CCN(CC)P(=O)(C(NC(=O)OC)C(F)(F)C(F)(F)C(F)(F)C(F)F)N(CC)CC (configuration not stated)	0.8	-1.1	4.3	-1.8	99.5	2.4	8.8	3.4	6.6	2.7
O=C(NC1CCCCC1)c1ccc2c(c1)S(=O)(=O)c1ccccc1C2=O	1.2	1.6	3.2	10.3	101.0	-8.5	-2.6	-0.9	-9.6	-2.2
O=C(CN1CCN(c2ccccn2)CC1)Nc1ccccc1C(=O)Nc1ccccc1	-0.4	-0.6	1.2	-4.0	97.9	-11.2	10.1	-5.3	3.9	-7.8
C[C@H](O)[C@@H]1C(=O)N2CCc3ccc(-c4ccccc4)cc3[C@@H]2C[C@@H]1N(C)C(=O)NC1CCCCC1	-0.3	.	.	0.9	95.9	.	5.4	-11.5	.	-11.0
CCOC(=O)C1CCN(c2c(N(C)Cc3ccco3)c(=O)c2=O)CC1	2.5	-0.5	0.8	-5.3	105.7	-2.0	6.4	-2.1	2.9	-12.7
CN(C(=O)COC(=O)C1CCN(S(=O)(=O)c2cccs2)CC1)c1ccccc1	2.1	-1.2	1.5	9.3	106.3	2.1	15.7	8.2	6.3	4.9
O=C(O)c1ccc(-n2[nH]c3c(c2=O)CCCC3)cc1	1.3	-2.8	-5.2	-1.5	103.7	14.7	-5.1	-8.1	16.1	-2.2
Cn1c(-c2ccccc2O)cc2ccccc21	-1.8	3.7	7.7	-4.3	109.2	-3.1	2.4	-3.0	-15.4	-2.6
C#CCOCCOCCOCCNc1nc(N2CCN(C(=O)C([C@@H](C)O)n3cc([C@@H](N)CCCCN)nn3)CC2)nc(N2CCN(C(=O)[C@H](CCCCN)n3cc(CN)nn3)CC2)n1 (some centres not stated)	-1.1	-1.4	-1.5	-0.8	102.2	7.5	37.3	-2.2	6.2	-2.2

# High-throughput results deposited in PubChem by several laboratories.
